L3MBTL1 inh – blocks human L3MBTL1; Q9Y468; AlphaScreen L3MBTL1–H3K9me1 peptide binding; Potency, µM (titrated, usually from 57.1 µM), without a hit: at the top dose activity, negative = inhibition, usual class: inhibitors; 230,000 compounds, 0.66% hits; active means well fitted inhibition curve with a large enough effect; inconclusive means small, poorly fitted or top-dose-only effect; inactive means no such curve, though single readings can be large or run the other way; further: nearly all actives have a fitted effect of over 60% in size
Target sequence (Q9Y468 whole entry, looked up): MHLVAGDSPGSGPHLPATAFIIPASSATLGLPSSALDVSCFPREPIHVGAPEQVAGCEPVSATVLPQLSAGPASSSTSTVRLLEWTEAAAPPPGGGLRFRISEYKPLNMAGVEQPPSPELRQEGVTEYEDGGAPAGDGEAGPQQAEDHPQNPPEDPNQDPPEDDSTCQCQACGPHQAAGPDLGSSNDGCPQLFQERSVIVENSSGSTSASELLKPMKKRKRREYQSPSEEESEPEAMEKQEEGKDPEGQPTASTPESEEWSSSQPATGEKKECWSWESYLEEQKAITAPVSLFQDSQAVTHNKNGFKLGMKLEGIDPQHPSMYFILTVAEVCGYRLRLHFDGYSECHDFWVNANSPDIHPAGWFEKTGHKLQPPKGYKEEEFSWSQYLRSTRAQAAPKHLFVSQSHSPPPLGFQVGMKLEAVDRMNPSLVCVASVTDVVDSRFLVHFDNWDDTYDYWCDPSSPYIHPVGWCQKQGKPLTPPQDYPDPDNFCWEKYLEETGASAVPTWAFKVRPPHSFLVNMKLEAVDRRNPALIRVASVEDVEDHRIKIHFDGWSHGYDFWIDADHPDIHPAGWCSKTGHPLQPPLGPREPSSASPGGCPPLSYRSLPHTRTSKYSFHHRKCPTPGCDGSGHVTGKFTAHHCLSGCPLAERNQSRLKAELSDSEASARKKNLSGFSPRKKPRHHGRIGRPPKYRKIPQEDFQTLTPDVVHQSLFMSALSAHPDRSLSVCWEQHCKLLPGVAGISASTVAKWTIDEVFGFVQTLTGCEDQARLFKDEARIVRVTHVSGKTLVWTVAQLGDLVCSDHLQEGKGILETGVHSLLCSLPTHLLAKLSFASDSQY
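First, the protein-peptide complex forms for 30 min at room temperature (L3MBTL1 50 nM, biotinylated H3K9me1 peptide 75 nM). Next, compounds are pin-transferred and incubated 30 min. Finally, AlphaScreen beads are added and read after 30 min.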
An asterisk follows results filed as active; ? = inconclusive; [ ] = another dose, or the depositor's remark. On the % scale 0 is the no-effect control and ±100 the full control effect; potency means the concentration at half of the fitted maximal effect. An excerpt; count on the stated rates, not on these rows.

SMILES	L3MBTL1 inh
CC(=O)c1ccc(NC(=O)CN2C(=O)NC3(CCc4ccccc43)C2=O)cc1 (configuration not stated)	-4%
CCCCn1c(N)c(N(CCOC)C(=O)c2cc(-c3ccc(F)cc3)nc3ccccc23)c(=O)[nH]c1=O	-7%
O=C(CN1C(=O)C(=O)c2ccccc21)c1ccc(Cl)cc1	-9%
O=S(=O)(Nc1ccc(F)cc1)c1cccc2nsnc12	11%
O=C(CNC(=O)c1ccc2c(=O)n3c(nc2c1)CCC3)Nc1ccc(F)c(F)c1	28%
COc1ccc(C(C)=O)cc1COC(=O)CCC(=O)c1cccs1	8%
Cc1ccc(C)c(S(=O)(=O)N2CCCC2CNC(=O)C(=O)NCc2cccs2)c1 (configuration not stated)	-1%
CN1CCCC(OC(=O)c2cccc(Br)c2)C1 (configuration not stated)	-1%
CN(Cc1cccnc1)C(=O)c1ccc(Cl)c(NS(=O)(=O)c2ccc(F)cc2)c1	-4%
COc1ccccc1/C=N\NC(=O)c1c(C)nc2ccc(Cl)cn12	6%
COc1ccccc1NS(=O)(=O)c1ccc(C(=O)N2CCCCCCC2)cc1	-3%
CCCCn1c(N)c(N(CCC(C)C)C(=O)C2CC(=O)N(c3cccc(SC)c3)C2)c(=O)[nH]c1=O (configuration not stated)	-11%
COC1C(C)=C(C)C(=O)N1Cc1ccccc1 (configuration not stated)	-4%
Cc1oc(-c2ccccc2)nc1C(=O)OCC(=O)NC(C)c1ccccc1 (configuration not stated)	12%
CCCCNC(=O)N1CCC(CCC(=O)N(C)Cc2ccccc2)CC1	10%
COCCNCc1ccccc1[N+](=O)[O-]	6%
O=C(COC(=O)c1ccccc1[N+](=O)[O-])c1ccc2c(c1)OCO2	-1%
CCc1noc(C)c1C(=O)Nc1nnc(C(CC)CC)s1	-7%
Nc1ccccc1C(=O)N1CCc2ccccc21	25%
CC1CCC(=NNC(=O)c2ccccc2-n2cccc2)CC1 (configuration not stated)	2%
Cc1ccc(S(=O)(=O)N2[C@@H](c3ccc(Cl)cc3)C(C(=O)O)=CC[C@H]2c2cccc(C)c2)cc1	5%
Cc1c(NC(=O)COC(=O)/C=C/c2ccccc2Br)c(=O)n(-c2ccccc2)n1C	33%[activator]
CC(Oc1ccc2ccc(=O)oc2c1)C(=O)NCC1CCC(C(=O)O)CC1 (configuration not stated)	0%
CCN(CC(=O)Nc1ccccc1C(F)(F)F)C(=O)Cn1c(=O)cnc2ccccc21	3%
O=C1N[C@@H](Cc2c[nH]c3ccccc23)COC(=O)[C@H](Cc2ccc(F)cc2)C/C=C\C[C@H]1CC(=O)N(CCO)Cc1ccccc1	-16%
C=CC[C@H](CC(=O)N(CCO)Cc1ccccc1)C(=O)NC[C@H](OC(=O)[C@@H](CC=C)CC(=O)OC(C)(C)C)c1ccccc1	-7%
Cc1ccc(S(=O)(=O)Nc2ccc3c(c2)CC(=O)N([C@H](C)CO)C[C@@H](C)[C@H](CN(C)Cc2ccc(-c4ccccc4)cc2)O3)cc1	-7%
CCN1C(=O)/C(=C2/Sc3ccccc3N2CC)SC1=S	1%
CCOc1cc(CN2CCN(c3ncccn3)CC2)ccc1OC	20%
C=CCn1c(COc2ccc(F)cc2)nnc1SC(C)C(=O)NCC1CCCO1 (configuration not stated)	2%

In the list so far, these have an aryl methoxy group:
SMILES	L3MBTL1 inh
COc1ccc(C(C)=O)cc1COC(=O)CCC(=O)c1cccs1	8%
COc1ccccc1/C=N\NC(=O)c1c(C)nc2ccc(Cl)cn12	6%
COc1ccccc1NS(=O)(=O)c1ccc(C(=O)N2CCCCCCC2)cc1	-3%
CCOc1cc(CN2CCN(c3ncccn3)CC2)ccc1OC	20%

(next part)
SMILES	L3MBTL1 inh
O=S(=O)(c1ccc(SCCOc2ccc(Br)cc2)nc1)N1CCCC1	30%
CC[C@]12c3[nH]c4cc(CCC(=O)N(C)C)ccc4c3CCN1C(=O)[C@@H](CC(=O)NCc1ccco1)C[C@@H]2C(=O)N1CCN(C(=O)c2ccco2)CC1	6%
COc1ccc(Cl)cc1C(=O)OCC(=O)Nc1cccnc1Cl	3%
C[C@@]12C(=O)N(CC3CC3)CC(=O)N1[C@H](C1CC1)[C@@H]1C(=O)N(c3ccccc3)C(=O)[C@@H]12	-3%
CN(CC(=O)Nc1ccccc1Br)CC(=O)Nc1ccccc1-c1ccccc1	3%
O=C1C=C(/C=C/c2ccccc2)C[C@@H](c2ccc3c(c2)OCO3)C1	-14%
O=C(COC(=O)c1cccc(S(=O)(=O)N2CCCC2)c1)Nc1ccccc1C(F)(F)F	-2%
O=C(CN1CCCCC1)Nc1cc(S(=O)(=O)N2CCOCC2)ccc1N1CCCC1	-8%
O=C(O)c1ccc(CNC(=O)c2ccc(S(=O)(=O)N3CCCCC3)cc2)cc1	1%
O=Cc1c(NCCN2CCCC2)c2ccccc2[nH]c1=O	9%

Structures listed so far that contain an aryl thioether with sulfur outside any ring (3):
SMILES	L3MBTL1 inh
CCCCn1c(N)c(N(CCC(C)C)C(=O)C2CC(=O)N(c3cccc(SC)c3)C2)c(=O)[nH]c1=O (configuration not stated)	-11%
C=CCn1c(COc2ccc(F)cc2)nnc1SC(C)C(=O)NCC1CCCO1 (configuration not stated)	2%
O=S(=O)(c1ccc(SCCOc2ccc(Br)cc2)nc1)N1CCCC1	30%

(continued)
SMILES	L3MBTL1 inh
CCN(CC(=O)Nc1ccc(NC(C)=O)cc1)C(=O)/C=C/c1cn(-c2ccccc2)nc1-c1ccc(F)cc1	5%
CC(=O)Nc1ccc(NC(=O)C(C)OC(=O)/C=C/c2ccc3c(c2)OCO3)cc1 (configuration not stated)	5%
O=C(N[C@H]1C/C=C\C(c2cccc(F)c2)N(Cc2ccccc2)C(=O)C1)OCC1c2ccccc2-c2ccccc21 (some centres not stated)	-11%
O=[N+]([O-])c1ccc(CSc2ncnc3c2ncn3[C@@H]2O[C@H](CO)[C@@H](O)[C@H]2O)cc1	-2%
NS(=O)(=O)c1ccc(CCNC(=O)COC(=O)Cc2ccc([N+](=O)[O-])cc2)cc1	2%
CCOC(=O)c1cc(CC)sc1NC(=O)COC(=O)c1cnccn1	3%
CN(C(=O)COC(=O)CN1C(=O)c2cccc([N+](=O)[O-])c2C1=O)c1ccccc1	4%
O=C(NCC(=O)N1CCCC(C(F)(F)F)C1)c1ccc(Br)o1 (configuration not stated)	9%
O=C(c1ccco1)N1CCN(Cc2cc(=O)c(OCc3c(F)cccc3Cl)co2)CC1	16%
C=C[C@@H]1c2ccccc2N(S(=O)(=O)c2ccc(C)cc2)[C@H](c2ccc(C(=O)OC)cc2)C1(C#N)C#N	3%
N#Cc1ccc(NC(=O)COC(=O)c2cccnc2Cl)cc1	0%
CCOC(=O)Cc1csc(NC(=O)CSc2nc(C)cc(C)n2)n1	-2%
COc1cccc(CN(C)CC2CCCN(CCc3ccc(Cl)cc3)C2)c1OC (configuration not stated)	-4%
COc1ccc(CCC(C)NCc2ccc(C(F)(F)F)cc2)cc1 (configuration not stated)	-4%
O=C(CCNC(=O)c1ccc(Br)cc1)Nc1ccccc1N1CCCC1	-2%
CCOC(=O)N1CCN(Cc2ccc(OCC(O)CN3CCCCC3)cc2)CC1 (configuration not stated)	1%
Cc1cccc(NC(=O)CN2CCN(C(=O)c3ccc(OCc4cn5ccccc5n4)cc3)CC2)c1C	-29%
CCS(=O)(=O)N1CCC2(CC1)OCCN2S(=O)(=O)c1ccc(OC)cc1	1%
CC(Sc1n[nH]c(N)n1)C(=O)Nc1cccc2ccccc12 (configuration not stated)	0%
CCN(CC(=O)Nc1c(F)cccc1F)C(=O)C1CCN(C(=O)Nc2ccccc2)CC1	10%

An excerpt from above in order of molecular weight, highest first:
SMILES	L3MBTL1 inh
Cc1cccc(NC(=O)CN2CCN(C(=O)c3ccc(OCc4cn5ccccc5n4)cc3)CC2)c1C	-29%
COc1cccc(CN(C)CC2CCCN(CCc3ccc(Cl)cc3)C2)c1OC (configuration not stated)	-4%
CCOC(=O)Cc1csc(NC(=O)CSc2nc(C)cc(C)n2)n1	-2%
COc1ccc(CCC(C)NCc2ccc(C(F)(F)F)cc2)cc1 (configuration not stated)	-4%
N#Cc1ccc(NC(=O)COC(=O)c2cccnc2Cl)cc1	0%
CC(Sc1n[nH]c(N)n1)C(=O)Nc1cccc2ccccc12 (configuration not stated)	0%

Next compounds
SMILES	L3MBTL1 inh
CN1CCN(S(=O)(=O)c2cccc(C(=O)Oc3ccc(C(C)(C)C)cc3)c2)CC1	-5%
O=C(O)c1ccccc1-c1ccccc1C(=O)Nc1ccc2c(c1)CCC2	-1%[2.29 µM]
COC(=O)Cc1ccc(OC(=O)C2CCN(S(=O)(=O)c3ccc(OC)c(OC)c3)CC2)cc1	2%
N#CC1(NC(=O)COC(=O)c2cc(O)c3ccccc3c2O)CCCCC1	-24%
COC(=O)CCC(=O)NC1CC(C)(C)Cc2c1cnn2-c1ccc(F)cc1 (configuration not stated)	6%
COc1ccc(OC)c(-c2nn(-c3ccccc3)cc2C(=O)NCC(c2ccco2)N2CCCC2)c1 (configuration not stated)	-7%
Cc1c(C(=O)N(C)c2ccccc2Cl)cnn1-c1ccccc1	-3%
CC1(C)C[C@H](O)[C@]2(CO)[C@H](O)C[C@]3(C)C(=CCC4[C@@]5(C)CC[C@H](O)C(C)(C)C5CC[C@]43C)[C@@H]2C1 (some centres not stated)	7%
CCOC(=O)CC[C@H](NC(=O)Cn1cnc(C(=O)Nc2ccc(C)c(C)c2)n1)C(=O)OCC	0%
Cc1ccc(CNC(=O)COc2ccc(S(=O)(=O)N3CCOCC3)cc2)cc1	3%

Reprinted from the listing, three compounds:
SMILES	L3MBTL1 inh
CC1(C)C[C@H](O)[C@]2(CO)[C@H](O)C[C@]3(C)C(=CCC4[C@@]5(C)CC[C@H](O)C(C)(C)C5CC[C@]43C)[C@@H]2C1 (some centres not stated)	7%
CCOC(=O)CC[C@H](NC(=O)Cn1cnc(C(=O)Nc2ccc(C)c(C)c2)n1)C(=O)OCC	0%
Cc1ccc(CNC(=O)COc2ccc(S(=O)(=O)N3CCOCC3)cc2)cc1	3%

New compounds follow.
SMILES	L3MBTL1 inh
CC(C(=O)C12CC3CC(CC(C3)C1)C2)N1CCOCC1 (configuration not stated)	9%
COc1ccc(C(=O)OCC(=O)NC2CCCCCCC2)cc1OC	2%
COc1ccc2ccc(C(C)(C(C)=O)C(=O)OC(C)C)cc2c1 (configuration not stated)	24%
Fc1ccc(CN2CC[C@H]3C=CCc4cccc(c43)C2)cc1	-11%
O=C(CSc1ncnc2c1cnn2-c1ccccc1)NCC1CCCO1 (configuration not stated)	0%
O=C1CCCN1C(=O)CSc1ncnc2sccc12	-13%
C#CCOCCOCCOCCNc1nc(N2CCOCC2)nc(N2CCN(C(=O)[C@H](CCC(=O)O)n3cc([C@@H](N)CCCCN)nn3)CC2)n1	14%
c1ccc(CN2CCN(C(c3ccccc3)c3ccccc3)CC2)cc1	-4%
OCCN1CCN(c2ncnc3scc(-c4ccc(F)cc4)c23)CC1	0%
CCSc1nsc(NC(=O)Nc2ccccc2OC)n1	5%
Cc1cccc(C(=O)NCC(=O)N2CCC2)c1	-8%
CCOc1ccc(/C=C/c2[nH]c(=O)[nH]c(=O)c2[N+](=O)[O-])cc1	3%
CN1CCN(c2ccc(-c3cc(O)c4ncccc4c3)cc2)CC1	?
C[C@H](CO)N1C[C@H](C)[C@@H](CN(C)S(=O)(=O)c2ccccc2)Oc2ccc(NS(=O)(=O)c3ccc(F)cc3)cc2C1=O	-1%
Cc1sc2nc(CSC(C)C(=O)NC3(C#N)CCCCC3)[nH]c(=O)c2c1C (configuration not stated)	2%
Cc1ccc2nc(-c3ccncc3)[nH]c2c1	0%
COc1ccc(C(=O)OCC(=O)NC(=O)NCc2ccccc2)cc1[N+](=O)[O-]	-6%
Cc1cc(S(=O)(=O)Nc2ccc(C(=O)N3CC(C)OC(C)C3)cc2)ccc1F (configuration not stated)	2%
CCC(C(=O)OCC(=O)NC1CCS(=O)(=O)C1)c1ccccc1 (configuration not stated)	-3%
C[C@@H]1O[C@@H](O[C@H]2[C@H](O)[C@@H](O)[C@H](Oc3c(-c4ccc(O)cc4)oc4cc(O)cc(O)c4c3=O)O[C@@H]2CO)[C@H](O)[C@H](O)[C@H]1O	-6%
O=C(O)c1ccc(Cl)c(S(=O)(=O)Nc2ccc(S(=O)(=O)N3CCCC3)cc2)c1	-1%
COc1ccc(S(=O)(=O)N(C)C)cc1NC(=O)Cc1ccc(S(=O)(=O)N2CCOCC2)s1	0%
CCOC(=O)c1c(C)[nH]c(C)c1C(=O)CN1C(=O)NC2(CCCCCC2)C1=O	13%

Screening results (PubChem BioAssay)
